Assay outcomes as filed in PubChem.
DT40 TDP1 CPT: DT40-hTDP1 cell growth loss with CPT. chicken DT40 Tdp1-/-;hTDP1 cells + 20 nM CPT, ATP luminescence, 48 h. Potency, µM (series often up to 46.2 µM), for the others: at the top dose activity change, negative = growth inhibition, hits mostly inhibitors. 12% of 420,000 active. AID 686979; further: nearly all actives have a fitted effect of over 55% in size
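Chicken DT40 Tdp1-/- cells complemented with human TDP1, 400 cells/well, exposed to compounds plus 20 nM camptothecin for at least 48 h at 37 C; viability read as ATP content by CellTiter-Glo luminescence.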
KAT2A inh: inhibitors of human GCN5L2 histone acetyltransferase | GCN5L2 HAT assay, ThioGlo1 CoA-SH fluorescence | Potency, µM (series often up to 58.9 µM), inactives show at the top dose activity change, negative = inhibition, actives largely listed as inhibitors | 0.21% of 390,000 active | AID 504327
Target sequence (Q92830 whole entry, looked up): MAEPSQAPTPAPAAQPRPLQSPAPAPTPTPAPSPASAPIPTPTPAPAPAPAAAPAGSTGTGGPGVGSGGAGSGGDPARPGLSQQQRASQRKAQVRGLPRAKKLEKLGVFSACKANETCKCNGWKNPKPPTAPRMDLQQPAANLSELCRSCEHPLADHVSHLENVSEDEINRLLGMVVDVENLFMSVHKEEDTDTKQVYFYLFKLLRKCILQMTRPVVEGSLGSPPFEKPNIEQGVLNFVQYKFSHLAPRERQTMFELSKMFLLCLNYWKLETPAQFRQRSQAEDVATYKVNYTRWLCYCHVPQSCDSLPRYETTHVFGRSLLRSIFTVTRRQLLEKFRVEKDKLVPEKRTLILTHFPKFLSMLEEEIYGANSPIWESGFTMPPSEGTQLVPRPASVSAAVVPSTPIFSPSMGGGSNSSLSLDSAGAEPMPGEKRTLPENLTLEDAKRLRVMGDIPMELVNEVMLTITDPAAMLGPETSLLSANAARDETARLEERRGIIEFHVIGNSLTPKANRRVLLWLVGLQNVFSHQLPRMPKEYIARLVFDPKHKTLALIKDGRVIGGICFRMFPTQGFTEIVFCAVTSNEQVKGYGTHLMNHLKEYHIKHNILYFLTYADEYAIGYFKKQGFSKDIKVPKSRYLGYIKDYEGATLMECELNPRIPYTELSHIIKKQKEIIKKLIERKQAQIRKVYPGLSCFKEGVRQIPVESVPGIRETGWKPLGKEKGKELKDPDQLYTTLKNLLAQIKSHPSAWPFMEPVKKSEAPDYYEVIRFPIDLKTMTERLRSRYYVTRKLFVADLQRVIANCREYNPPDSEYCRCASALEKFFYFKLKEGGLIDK
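GCN5L2 (20 nM) in 50mM HEPES pH 7.5, 0.1mM EDTA, 0.01% Tween-20 preincubated 15 min with compounds at room temperature. Reaction started with H3(1-25) 75uM, acetyl-CoA 70uM, ThioGlo1 50uM; CoA-thiol fluorescence (Ex340/Em540) read at 0 and 20 min.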
DT40 TDP1 no CPT: qHTS for Inhibitors of human tyrosyl-DNA phosphodiesterase 1 (TDP1): qHTS in cells in absence of CPT | DT40 Tdp1-/- hTDP1 cells, no CPT, ATP luminescence, 48 h | Potency, µM (top dose mostly 46.2 µM), for inactives: at the top dose activity change, negative = growth inhibition, most hits filed as inhibitors | 15% of 420,000 active | AID 686978, 2013; further: nearly all actives have a fitted effect of over 55% in size
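Seeded 400 DT40-hTDP1 cells/well (vehicle DMSO, no 20 nM CPT); pinned compounds; ≥48 hr at 37 °C; CellTiter-Glo luminescence as viability measure.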
An asterisk follows results filed as active; u = inconclusive; x = not tested or not shown; & = joins results of further samples. The call rests on the fitted dose curve; in most records, active means well fitted curve in the direction sought with a large enough effect; inconclusive means small, poorly fitted or top-dose-only effect, or another doubt; inactive means no such curve, though single readings can be large; an effect the other way counts as inactive or inconclusive. On the % scale 0 is the no-effect control and ±100 the full control effect; potency means the concentration at half of the fitted maximal effect. A portion of the library. The share of hits here may be higher or lower than overall.

Every second line gives: DT40 TDP1 CPT, KAT2A inh, DT40 TDP1 no CPT
CSc1nnc(CCCCCCCCc2nnc(SC)o2)o1
→ u, -2%, u
COc1ccc2oc3ccc(OC)cc3c(=O)c2c1
→ -14%, -1%, -19%
O=C(NCc1cccnc1)/C(=C/c1ccccc1)NC(=O)c1ccccc1
→ -22%, -2%, u
Cc1cc(-c2ccc(C(C)C)c(S(=O)(=O)N3CCN(c4ccccn4)CC3)c2)on1
→ 18µM*, -16%, 21µM*
c1cncc(-c2nc(N3CCCCCC3)c3ccccc3n2)c1
→ u, -9%, u
O=C(COC(=O)/C=C/c1cccc([N+](=O)[O-])c1)NCCCN1CCCC1=O
→ 4%, -5%, -22%
Cc1cc(C)c2nc(N(Cc3cccnc3)C(=O)CCS(=O)(=O)c3ccccc3)sc2c1
→ 4.6µM*, -2%, 4.6µM*
O=C(SCC(O)C(O)CS)c1cccs1 (centres undefined)
→ -1%, u, -3%
Cc1ccc(C(=O)N2CCN(c3ccccc3Cl)CC2)cc1[N+](=O)[O-]
→ 29µM*, -4%, u
CC1(C)OC(=O)C2=C(C[C@@H](CCOCc3ccccc3)O[C@H]2c2ccc(F)cc2)O1
→ u, x, u

Full records as entered above. Values in the order: DT40 TDP1 CPT, KAT2A inh, DT40 TDP1 no CPT
Record of COc1ccc2oc3ccc(OC)cc3c(=O)c2c1 = -14%, -1%, -19%
Record of Cc1cc(C)c2nc(N(Cc3cccnc3)C(=O)CCS(=O)(=O)c3ccccc3)sc2c1 = 4.6µM*, -2%, 4.6µM*

(list continues)
Every second line gives: DT40 TDP1 CPT, KAT2A inh, DT40 TDP1 no CPT
O=C(O)CC(NC(=O)CC(c1ccccc1)c1ccccc1)c1cccc([N+](=O)[O-])c1 (centres undefined)
→ -13%, -5%, 0%
CN(CC(=O)Nc1cccc([N+](=O)[O-])c1)S(=O)(=O)c1ccccc1
→ -27%, -13%, -7%
Cc1ccc(NC(=O)CN2C(=O)S/C(=C\c3cc(C)n(C)c3C)C2=O)cc1
→ -20%, -7%, -8%
COC(=O)c1ccc(Cl)cc1NC(=O)N1CC=C(c2c[nH]c3ccccc23)CC1
→ 15µM*, -10%, u
Cc1ccccc1-n1c2nc(=O)n(C)c(=O)c-2cc2ccccc21
→ -12%, -8%, -21%
O=C(NCc1ccccc1CN1CCCC1)c1ccc(Cl)c(N2CCCC2=O)c1
→ -1%, -7%, -9%
CCOC(=O)C1=C(C)N=c2s/c(=C\c3ccc(OCC(=O)O)cc3)c(=O)n2C1c1ccccc1 (centres undefined)
→ 6%, -15%, 1%
Cc1ccc(CN(C)S(=O)(=O)c2c(C)noc2/C=C/N(C)C)cc1
→ -13%, -9%, 17%
CN1C(=O)N(CC(=O)Nc2nccs2)C(=O)C12CCCCC2
→ 0%, -14%, 13%
CSc1nnc(-c2sc3cc(C(F)(F)F)cnc3c2-c2ccccc2)n1C
→ 4.6µM*, -2%, 16µM*
CCc1nc2c(OCCOc3ccccc3)cccn2c1N(C)C(=O)c1ccc(C)cc1
→ u, x, u
O=C1CCCC2=C1C1(CCCCC1)N=C(Nc1nc3ccccc3s1)N2
→ 18µM*, x, u
O=C(Nc1ccc(S(=O)(=O)Nc2ncccn2)cc1)C1COc2ccccc2O1 (centres undefined)
→ 1%, -4%, -9%
O=C(CCn1cnnn1)N1CCCC(Nc2ccc(F)cc2)C1 (centres undefined)
→ -10%, 11%, 2%
COC(=O)COC(=O)c1ccccc1NC(=O)c1ccccc1
→ 5%, -5%, -12%
COC(=O)CNC(=O)CSc1nc2c(sc(=S)n2-c2ccccc2)c(=O)[nH]1
→ 3%, -4%, -3%
CCOC(=O)C1CCCN(C(=O)c2ccccc2NC(=O)c2nsc3ccccc23)C1 (centres undefined)
→ 16µM*, -2%, u
CCCCOCCCNC(=O)C[C@@H]1C[C@@]2(C(=O)OC)CCCCC=C2N(Cc2cccc3ccccc23)C1=O
→ u, x, 21µM*
Cc1ccccc1-n1nc(C)c2cc(C(=O)N3CCOCC3)sc21
→ -5%, -5%, u
COCC(C)(C)COS(N)(=O)=O
→ 2%, -8%, 12%
COC(=O)c1sc(S(=O)(=O)Nc2ccc(Br)cc2)c(C(=O)OC)c1C
→ u, -3%, -20%
CC(=O)NS(=O)(=O)c1cccnc1Nc1cccc(Cl)c1
→ 15%, -21%, -2%
Cc1ccc(NC(=S)N(Cc2ccc(Br)cc2)Cc2ccc(C(=O)O)cc2)cc1C
→ 10%, -10%, u
Cc1ccc(S(=O)(=O)N2CCN(C(=O)CCC(=O)OCC(=O)Nc3cccc(C#N)c3)CC2)cc1
→ 6%, -9%, 3%
CC1(c2ccccc2)CC(C)(C)N2C(=O)/C(=C3\SC(=S)NC3=O)c3cccc1c32 (centres undefined)
→ 23µM*, -2%, 15µM*
NS(=O)(=O)c1ccc(CCNC(=O)CSc2nc3ccsc3c(=O)n2Cc2ccccn2)cc1
→ -4%, x, -27%
CC1Cc2ccccc2N1C(=O)CN1CCc2ccccc2C1 (centres undefined)
→ u, -3%, 26µM*
COc1ccccc1-n1c(-c2ccccc2)c[n+]2c1CCc1ccccc1-2
→ 0.33µM*, -4%&-1%, 0.013µM*
CCC(Sc1nc2ccccc2c(=O)n1CCc1ccc(OC)c(OC)c1)C(=O)N(CC)CC (centres undefined)
→ 6.5µM*, -4%, 6.5µM*
CC(=O)Nc1ccc2sn(-c3ccccc3)c(=O)c2c1
→ 2.1µM*, x, 2.1µM*
COCCNC(=O)C1(C)CCCN(C(=O)CCc2ccccc2)C1 (centres undefined)
→ -18%, x, -5%
CCc1ccc(NC(=O)Cn2c(=O)n(CCC(=O)NC3CCN(Cc4ccccc4)CC3)c(=O)c3ccccc32)cc1
→ u, -13%, -28%
CCCCN(CC)CCCNC(=O)c1cc2c(=O)n(C)c3ccccc3c2n1C
→ u, -6%, u
CN1CCN(S(=O)(=O)c2ccc(NC(=O)Cc3ccc([N+](=O)[O-])cc3)cc2)CC1
→ -4%, 2%, -4%
C/C(=N/NC(=O)Cc1cccn1C)c1ccccc1
→ -2%, -5%, -11%
O=C(NCCS(=O)(=O)NCc1ccccc1)c1ccc2c(c1)OCO2
→ 20%, 3%, -6%
CCN(c1ccccc1)S(=O)(=O)c1nnc(NC(=O)c2ccco2)s1
→ -22%&-23%, -2%&-1%, -10%&-20%
COCCN1C[C@@H](CO)O[C@@H](n2cnc3c(N(C)C)ncnc32)C1
→ -3%, x, 0%
C#CCOCCOCCOCCNc1nc(N2CCN(C(=O)[C@H]([C@@H](C)CC)n3cc([C@@H](N)CO)nn3)CC2)nc(N2CCN(C(=O)[C@H](Cc3ccc(O)cc3)n3cc([C@@H](N)C(C)CC)nn3)CC2)n1 (some centres undefined)
→ -20%, 2%, -1%
O=[N+]([O-])c1ccc(C(=Nc2cccc3ccccc23)N2CCOCC2)cc1
→ -14%, -21%, u
O=C(CC1N=C2c3ccccc3N=C(SCC(=O)Nc3ccccc3F)N2C1=O)NCc1ccc2c(c1)OCO2 (centres undefined)
→ u, -5%, u
CCC(=O)N1CCN(c2ccc(OC)cc2[N+](=O)[O-])CC1
→ -6%, -29%, -19%
Cc1ccc(S(=O)(=O)Nc2ccc(Cl)cc2)cc1NC(=O)Cn1cnc2c1c(=O)n(C)c(=O)n2C
→ 3%, -3%, -29%
CCN(CC)c1ccc2c(C)cc(=O)oc2c1
→ 0%, -10%, -9%
O=C(Nc1ccccc1N1CCN(c2ccccc2)CC1)c1ccccc1F
→ u, -1%, 3.7µM*
Cc1ccc(N2C(=O)C(CC(=O)Nc3ccccc3)N(CCC3=CCCCC3)C2=O)cc1 (centres undefined)
→ 16µM*, -12%, 21µM*
O=C(NCC(=O)N(Cc1ccco1)C(C(=O)NC1CCCCC1)c1cccnc1)c1ccco1 (centres undefined)
→ 0%, -3%, 11%
CCN(CC)c1ccc(NC(=O)C2CCN(S(=O)(=O)c3cnc[nH]3)CC2)c(C)c1
→ u, -17%, -6%
COc1ccc(OCC(O)CN2CCCCC2)cc1 (centres undefined)
→ -1%, -7%, 4%
CCOCCOC(=O)c1[nH]c2c(c1C)C(=O)CC(c1ccc(N(C)C)cc1)C2 (centres undefined)
→ 23µM*, -2%, u

Further entries.
| structure | DT40 TDP1 CPT | KAT2A inh | DT40 TDP1 no CPT |
| --- | --- | --- | --- |
| COc1cccc(-c2sc3ccccc3c2-c2ccc(OCCN3CCCCC3)cc2)c1 | u | -1% | 18µM* |
| CCc1ccc(CN(Cc2ccco2)C(=O)c2ccc(C)cc2)cc1 | u | -10% | u |
| COc1cc(C2c3sc(=O)[nH]c3SC3C4CCC(C4)C23)ccc1O (centres undefined) | -1% | -5% | -19% |
| COC(=O)[C@@]1(Sc2ccc(C)cc2)CC(=O)N[C@@H]1c1ccc(Br)cc1 | -24% | x | -29% |
| COc1ccc(N2CCN(C(=O)c3ccc(CNS(=O)(=O)c4cccc(OC)c4)cc3)CC2)cc1 | 9.2µM* | -20% | 23µM* |
| CCCCCCC(=O)N/N=C/c1ccc(Br)cc1 | 3% | -6% | -26% |
| Cc1ccc(NC(=O)CCSCCc2ccccn2)cc1 | 16%&0% | -6%&2% | -1%&-2% |
| Cn1c(COc2ccccc2C(C)(C)C)nc2ccccc21 | u | -8% | u |
| CN(C)Cc1nnnn1-c1cccc(-n2nnnc2CN(C)C)c1 | 21% | -2% | -20% |
| Cn1cnc2cc(NC(=O)c3cccs3)ccc21 | -10% | 2% | -6% |
| CCN1CCN(C(=O)C2CCCN(S(=O)(=O)c3cc(Cl)ccc3Cl)C2)CC1 (centres undefined) | -22% | -1% | -18% |
| Nc1ccc(S(=O)(=O)Nc2ccc(C(=O)c3ccccc3)cc2)cc1 | -27% | -23% | u |
| CCOC(=O)C1(C)CCCN(C(=O)c2cccc3ccccc23)C1 (centres undefined) | -20% | x | -25% |
| Cc1ccc(-c2nnc(SCC(=O)N/N=C/c3ccccc3C(=O)O)n2-c2ccc(Cl)cc2)cc1 | 0% | u | 4% |
| CCn1c(=O)c(C(=O)CN2c3ccccc3CC2C)c(N)n(Cc2ccccc2)c1=O (centres undefined) | u | -10% | u |

Reformatted as labelled records: part of the list above.
SMILES: COc1ccc(N2CCN(C(=O)c3ccc(CNS(=O)(=O)c4cccc(OC)c4)cc3)CC2)cc1
  DT40 TDP1 CPT: 9.2µM*
  KAT2A inh: -20%
  DT40 TDP1 no CPT: 23µM*

SMILES: CCCCCCC(=O)N/N=C/c1ccc(Br)cc1
  DT40 TDP1 CPT: 3%
  KAT2A inh: -6%
  DT40 TDP1 no CPT: -26%

Quoted at random: 6 compounds from above.
| structure | DT40 TDP1 CPT | KAT2A inh | DT40 TDP1 no CPT |
| --- | --- | --- | --- |
| COC(=O)[C@@]1(Sc2ccc(C)cc2)CC(=O)N[C@@H]1c1ccc(Br)cc1 | -24% | x | -29% |
| COc1cc(C2c3sc(=O)[nH]c3SC3C4CCC(C4)C23)ccc1O (centres undefined) | -1% | -5% | -19% |
| CN(C)Cc1nnnn1-c1cccc(-n2nnnc2CN(C)C)c1 | 21% | -2% | -20% |
| Cn1c(COc2ccccc2C(C)(C)C)nc2ccccc21 | u | -8% | u |
| Cc1ccc(NC(=O)CCSCCc2ccccn2)cc1 | 16%&0% | -6%&2% | -1%&-2% |
| CCN1CCN(C(=O)C2CCCN(S(=O)(=O)c3cc(Cl)ccc3Cl)C2)CC1 (centres undefined) | -22% | -1% | -18% |

The list goes on.
| structure | DT40 TDP1 CPT | KAT2A inh | DT40 TDP1 no CPT |
| --- | --- | --- | --- |
| O=C(Nc1cccc(F)c1)c1ccccc1 | -29% | -2% | 0% |
| COc1c(C)cc(NS(=O)(=O)c2ccc3c(c2)OCCO3)cc1C | 9.2µM* | 1% | 2.6µM* |
| COc1ccccc1CNc1ncnc2ccc(-c3ccccc3CN(C)C)cc12 | u | -8% | u |
| Cc1ccc(N2CC(NC(=O)C3CC3)CC2=O)cc1 (centres undefined) | 21% | -9% | 0% |
| O=C(Nc1cccc(NC(=O)c2ccccc2Cl)c1)c1cccs1 | u | -1% | u |
| CC1=NN(C(C#N)c2ccc([N+](=O)[O-])cc2)C(C)(C)C1 (centres undefined) | 1% | -1% | -5% |
| Cc1n[nH]c(=S)n1-c1ccccc1 | -14% | -11% | -14% |
| Cc1nc2ccc([N+](=O)[O-])cc2c(=O)n1Cc1cccc(Br)c1 | u | -4% | -29% |
| Cc1nn(CC(=O)N2CCCc3ccccc32)c(C)c1[N+](=O)[O-] | -1% | 13% | 12% |
| Cc1ccc(S(=O)(=O)N(CCCc2c(C)nc[nH]c2=O)c2ccccc2)cc1 | u | x | -27% |
| Cc1ccc(-n2ncc(C(=O)N(C)Cc3ccccc3)c2-n2cccc2)cc1 | u | -2% | u |
| CCOC(=O)N1CCN(C(=O)COc2ccc(Cl)c(C)c2)CC1 | -12% | 1% | -20% |
| Cc1sc2ncnc(NCc3cccnc3)c2c1C | u | -5% | u |
| Cc1ccccc1Cn1nc(C)c(NC(=O)C(F)(F)F)c1C | 8% | -2% | 9% |
